# Compound activity from PubChem.
# Lipid storage S3: qHTS Assay for Lipid Storage Modulators in Drosophila S3 Cells. AID 2685. Drosophila S3 cells, BODIPY lipid droplet fluorescence, 18-24 h; cells fed with added oleic acid. actives 0.64% (n = 320,000). lipid storage change, negative = inhibition, % at the top dose, mostly 46.1 µM; hits show Potency in µM; active = well fitted inhibition curve with a large enough effect in the signal ratio, with a control signal flat, not every such curve was filed as active; inconclusive = small, poorly fitted or top-dose-only effect, or effect the other way, or a change in a side signal; the % refers to the signal ratio
#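 Laser-scanning cytometry quantifies lipid droplet accumulation (500–530 nm total intensity; droplet/cell object ratio) in oleic acid-fed (400 uM added) Drosophila S3 cells treated with a concentration series. 20 uM Triacsin C defined 100% inhibition.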
# Lipid storage S3 cell count max: also measured in Lipid storage S3; calls as there; cell number change, %; measured here: cell count max response;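 cells counted by Cell Tracker Red CMTPX staining in the red channel; peak over a dose series mostly up to 46.1 µM; percent activity relative to internal control wells on each plate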
# * = called active by the depositor; i = inactive; ? = inconclusive; nt = not tested or not shown; [ ] = remark or other dose. % is set by controls: 0 for no effect and ±100 for the full control effect; potency is the fitted concentration of half-maximal effect.
molecule | Lipid storage S3 | Lipid storage S3 cell count max
COC1CCCCC1NS(=O)(=O)c1ccccc1 (stereo not given) | ? | nt
CCN1CCN(CCC2Oc3cc([N+](=O)[O-])ccc3NC2=O)CC1 (stereo not given) | -3% | 6
c1ccc(Cc2nnc3sc(-c4ccc5c(c4)OCCO5)nn23)cc1 | 12%[9.22 µM] | 19
CCN(CC)C(=O)CN(c1ccc(C)cc1)S(=O)(=O)c1ccc(SC)cc1 | -7% | -12
Oc1ccc(-c2cnns2)c(O)c1 | -4% | 5
CC(=O)c1ccc(OCC(=O)NC2CCCN(Cc3ccccc3F)C2)cc1 (stereo not given) | 23% | -1
Cc1ccccc1Nc1cc2ccccc2c(=O)[nH]1 | ? | nt
CCC(=O)c1c(NC(C)C)cc(C)oc1=O | 5% | 17
CCc1sc(C(=O)Nc2ccsc2C(=O)OC)cc1Br | ? | nt
CCOC(=O)CNc1nc(C#N)nc(N2CCOCC2)n1 | 4% | 9
O=C(CN1CCc2ccccc21)NC(=O)NCc1ccccc1 | i | nt
CCNC(=O)NC(=O)COC(=O)c1cccc(NS(=O)(=O)/C=C/c2ccccc2)c1 | ? | nt
CN(CC(=O)Nc1ccccc1C(F)(F)F)C(=O)c1cc(-c2cccs2)nn1-c1ccccc1 | ? | nt
COc1ccccc1OCCSc1nc2ccccc2c(=O)[nH]1 | i | 25
COc1ccc(/C=C2\SC(=S)N(CCC(=O)Nc3ccc(C(=O)O)cc3)C2=O)cc1OC | -3% | -19
CCc1ccccc1NC(=O)c1noc(C(C)C)c1[N+](=O)[O-] | 2% | 3
COC(=O)c1ccc(C#Cc2ccccc2)o1 | 12% | 6
O=C(Nc1ccc(F)cc1)c1cn(-c2ccccc2)nc1-c1ccncc1 | -6% | -15
Cc1ccc(NC(=O)[C@H](NC(=O)[C@@H]2Cc3ccccc3CN2)c2ccccc2)cc1 | ? | nt
N/C(CN1CCCC1=O)=N\O | -7% | 8

# Entries of single compounds as entered above:
# Entry for `CCc1sc(C(=O)Nc2ccsc2C(=O)OC)cc1Br` : Lipid storage S3 = ?; Lipid storage S3 cell count max = nt
# Entry for `COc1ccccc1OCCSc1nc2ccccc2c(=O)[nH]1` : Lipid storage S3 = i; Lipid storage S3 cell count max = 25

# (further entries)
molecule | Lipid storage S3 | Lipid storage S3 cell count max
O=C(COc1ccc(/C=C\[N+](=O)[O-])cc1)N1CCOCC1 | ? | nt
COCCCNC(=S)NNC(=S)NCCCOC | -1% | 0
O=C(Cn1c(C(=O)NCC2CCCO2)cc2sccc21)c1ccccc1 (stereo not given) | ? | nt
CCC(C)NC(=S)N1CCN(C(c2ccccc2)c2ccccc2)CC1 (stereo not given) | 19% | 30
O=C(O)CCC(=O)c1ccc2ccc3cccc4ccc1c2c34 | 2% | 13
O=C(CC1C(=O)N(c2ccccc2)C(=S)N1c1ccccc1)c1ccccc1 (stereo not given) | 0% | 10
COc1cc2c(-c3cc(F)cc(F)c3)c(-c3ccsc3)oc(=O)c2cc1OC | 11% | 9
COc1ccccc1N(C(=O)CNC(=O)c1ccco1)C(C(=O)NC1CCCC1)c1ccncc1 (stereo not given) | 0% | -19
O=C(/C(=C(/[O-])c1ccccc1)[n+]1ccccc1)c1ccc([N+](=O)[O-])cc1 | 2% | 18
COc1ccc(N(CC(=O)Nc2ccc3c(c2)OCO3)S(=O)(=O)c2ccccc2)c(OC)c1 | ? | nt
COc1ccccc1NC(=O)Nc1ncccc1C | ? | nt
CCN(CC)c1ncnc2scc(C3COc4ccccc4O3)c12 (stereo not given) | ? | nt
CCCCN(C(=O)NC(=O)Nc1ccccc1C)S(C)(=O)=O | 14% | -8
CN(C)c1ccc(/C=C/c2cc[n+]([O-])cc2)cc1 | ? | nt
COc1cc(/C=N/NC(=O)c2c(-c3ccccc3)noc2C)cc(OC)c1OC | 19% | nt
COc1ccc(CNC(=O)C(c2ccncc2)N(C(=O)Cc2cccs2)c2cccc(C)c2)cc1 (stereo not given) | ? | nt
Cc1cc(C)n(-c2ncnc3sc(C)c(C)c23)n1 | ? | nt
Cc1ccc2cc(C)c(SCC(=O)Nc3cc(C)on3)nc2c1 | ? | nt
CCn1cc(C(=O)OCC(=O)c2cc(C)n(-c3ccc(OC(F)F)cc3)c2C)c(=O)c2ccc(C)nc21 | ? | nt
COc1ccc(CC(=O)OCC(=O)N2CCN(S(=O)(=O)c3ccc(C)cc3C)CC2)cc1OC | ? | nt

# Later entries.
molecule | Lipid storage S3 | Lipid storage S3 cell count max
C=CCN(C(=O)CNC(=O)c1ccco1)C(C(=O)NC1CCCCC1)c1ccccc1F (stereo not given) | ? | nt
CCOc1cc(C2Nc3ccccc3C(=O)N2c2ccccc2)c(Br)cc1OCC(=O)O (stereo not given) | 3% | -6
COc1ccc(/C=C2\SC(=O)N(CCC(=O)NCCCn3ccnc3)C2=O)cc1 | i | 3
Cc1ccc2nc(C)c(C(=O)N/N=C/c3ccc(C(=O)O)cc3)cc2c1 | -1% | 7
COc1cc(OC)c(C2=NOC(C(=O)NCCc3ccccc3)C2)cc1Cl (stereo not given) | ? | nt
CCn1nc(NC(=O)c2ccco2)c2cc3cc(C)ccc3nc21 | 8% | 9
Cc1cnc([N+](=O)[O-])n1CCOC(=O)NC(=O)c1ccc(C(F)(F)F)cc1 | ? | nt
O=C1CCC(/C=C/c2ccccc2)=NN1Cc1ccc(Cl)c(Cl)c1 | ? | nt
COCCN(C(=O)C(=O)NC1CCCC1)C(C(=O)NC1CCCC1)c1ccccc1F (stereo not given) | 0% | 7
COc1ccc2cc(C(=O)N(C)Cc3ccccc3)[nH]c2c1 | ? | nt
Cc1nn(CCC#N)c(N)c1C1(O)C(=O)Nc2c(Cl)cc(Cl)cc21 (stereo not given) | -3% | 0
CCOC(=O)c1cc(NC(=O)c2ccco2)ccc1N1CCOCC1 | 8% | nt
Cc1nnc(SCC(=O)N(CCC#N)c2ccc3c(c2)OCCO3)s1 | 4% | -2
N#Cc1c(N2CCSCC2)nsc1-c1ccccc1Cl | 21% | 0
COCc1cc(C)nc(N2CCN(Cc3ccccc3)CC2)c1C#N | 2% | 11
CN1CCN(S(=O)(=O)c2cccc(C(=O)NCCC3=CCCCC3)c2)CC1 | 11% | nt
Cc1nc(N2CCOCC2)sc1C=O | -6% | 2
O=C(Nc1ccc2c(c1)C(=O)OC2)c1ccccc1Cl | -2% | 11
COc1ccc(/C=N/OCC(=O)N(Cc2ccccc2)c2ccccc2C(=O)O)cc1 | ? | nt
CS(=O)(=O)c1ccccc1-c1nnc(-c2ccc(Cl)cc2)o1 | ? | nt

# Other structures follow:
molecule | Lipid storage S3 | Lipid storage S3 cell count max
CCOc1ccccc1NC(=O)CSc1nnnn1-c1ccccc1 | ? | nt
Cc1ccn2c(=O)nc(SCC(=O)c3ccc(Cl)cc3)nc2c1 | 26% | 27
Cc1ccc(S(=O)(=O)C(C)C(=O)NCCS(=O)(=O)c2ccc(Cl)cc2)cc1 (stereo not given) | ? | nt
COCCCNC(=O)Cn1cc(C(C)=O)c2ccccc21 | ? | nt
CCc1ccc(CCC(=O)Nc2nccs2)o1 | i | -1
Cc1csc(CNC(=O)c2ccc(OC3CCN(CCc4ccccc4)CC3)cc2)n1 | ? | nt
COc1ccc(CNC(=O)Cn2ccc3cc(S(=O)(=O)N4CCCC4)ccc32)cc1OC | i | nt
Cn1c(CC(=O)Nc2ccc(Cl)cc2)nnc1SCC(=O)N1CCOCC1 | i | -9
O=C(Nc1ccccn1)c1ccc([N+](=O)[O-])cc1Cl | 1% | -14
COc1ccccc1-n1cn[nH]c1=S | ? | nt
CC1(C)CCCC(C)(C)N1CC(O)COCCOc1ccc(Br)cc1 (stereo not given) | -7% | -10
CC(=O)Nc1ccc(NC(=O)CSc2ccc(-c3ccco3)nn2)cc1 | -10%[9.22 µM] | 13
CCc1ccc(-n2c(SCC(=O)Nc3cc(C)[nH]n3)nc3[nH]ncc3c2=O)cc1 | 7% | -16
Cc1cccc(NC(=O)Cn2nnc(-c3ccc(CN4CCCC4)cc3)n2)c1C | 5% | -22
O=C(NCCc1nc2ccccc2[nH]1)c1ccc(F)cc1 | i | nt
Cc1cc(=O)oc2cc(OC(=O)c3nn(C(C)C)c(=O)c4ccccc34)ccc12 | ? | nt
NC(=O)c1ccc(NC(=O)CN2CCN(Cc3ccccc3)CC2)cc1 | -1% | 17
CCOC(=O)CNC(=O)CNC(=O)c1ccc(OCC(C)C)cc1 | ? | nt
Cc1ccc(OC(C)C(=O)Nc2ccc(S(=O)(=O)Nc3cc(C)on3)cc2)cc1 (stereo not given) | i | 15
COc1ccc(S(=O)(=O)NCC2CCCN(C(=O)CN3CCCCC3)C2)cc1 (stereo not given) | ? | nt

# The listing continues.
molecule | Lipid storage S3 | Lipid storage S3 cell count max
CCCOc1ccc(C(=O)Nc2ccc(S(=O)(=O)N3CCN(C)CC3)cc2)cc1 | ? | nt
COC(=O)c1cn(-c2ccccc2)c(=O)c2ccccc12 | 29% | 8
c1ccc2oc(-c3csc(NCC4CCCO4)n3)cc2c1 (stereo not given) | ? | nt
CC(=O)c1ccc(N2CCN(CC(=O)Nc3ccccc3C(=O)NC3CC3)CC2)c(F)c1 | ? | nt
COc1ccc(S(=O)(=O)N2CCOCC2)cc1OC | -5% | -17
CC(C)(CC(=O)O)CC(=O)N1CCN(c2cc(C(F)(F)F)nc3ccccc23)CC1 | ? | nt
CC1CN(C2CCCCC2)c2nc3c(c(=O)[nH]c(=O)n3C)n2C1 (stereo not given) | i | nt
Cn1c2ccc(F)cc2c2nnc(NN)nc21 | -4% | 10
O=C(Nc1ccncc1)c1ccc2c(c1)OCCO2 | 26% | -14
CN(C)S(=O)(=O)c1ccc2c(c1)c(=O)c(C(=O)NCCCN1CCCCCC1)cn2C | 19% | 1
OCCC1CN(Cc2ccc(-c3ccco3)cc2)CCN1Cc1ccsc1 (stereo not given) | ? | nt
CSc1nc(N)nc(SCC(=O)Nc2cccc(F)c2)c1C#N | ? | nt
Cc1ccc(/C=N/NC(=O)CSc2nnc(-c3ccc(Cl)cc3)n2-c2ccc(Cl)cc2)o1 | -7% | -8
CCOc1ccc(N(C(C)=O)C2C=CS(=O)(=O)C2)cc1 (stereo not given) | -17% | 1
Cc1cc(C#N)c(SCC(N)=O)nc1-c1ccc(F)cc1 | 2% | 14
CN(C)C(CNC(=O)CCOc1ccccc1)c1ccco1 (stereo not given) | ? | nt
CC(C)COC(=O)n1c(SCC(N)=O)nc2ccccc21 | ? | nt
Cc1occc1-c1nnc(SCC(=O)Nc2nc(C(C)(C)C)cs2)o1 | ? | nt
COc1ccc(-c2c(C)nn3c(N4CCC(C(=O)N5CCCCC5)CC4)cc(C)nc23)cc1OC | -15% | -8
CCOc1ccccc1N(CC(=O)Nc1cc(OC)ccc1OC)S(=O)(=O)c1ccccc1 | ? | nt

# (more compounds)
molecule | Lipid storage S3 | Lipid storage S3 cell count max
COc1ccc(CCNC(=O)C2CCN(S(C)(=O)=O)CC2)cc1 | i | nt
CCCN(C(=O)CSc1cc(-c2ccccc2)c2ccc(OC)cc2n1)C1CCS(=O)(=O)C1 (stereo not given) | -4% | -18
Cc1ccc(C(=O)NCc2ccc3c(c2)OCO3)cc1C | 15% | -4
O=C(Nc1ccc([N+](=O)[O-])cn1)c1cccnc1 | i | -3
Cc1cccc(C2NC(c3cccc(C)c3)C(C)C(=O)C2C)c1 (stereo not given) | i | 9
CC(C)CC1Nc2ncnc(N3CCOCC3)c2N(Cc2ccc(Br)cc2)C1=O (stereo not given) | 17% | 11
COc1ccc2c(c1)c(C(=O)CN1CCN(C(=O)c3ccco3)CC1)c(C)n2C | ? | nt
Cn1c(=O)c2c(SCC(=O)NCC3CCCO3)nc(-c3ccccc3Cl)nc2n(C)c1=O (stereo not given) | ? | nt
Cc1nc2ccc(NC(=O)NCCO)cc2s1 | i | nt
Cc1cc(NS(=O)(=O)c2ccc(NC(=O)/C=C/c3ccco3)cc2)nc(C)n1 | -6% | 2
COc1cccc(N2CCN(C(=O)c3cc4ccc(OC)cc4[nH]3)CC2)c1 | ? | nt
Cc1cc(/C=N/NC(N)=S)c(C)n1-c1ccc(Cl)cc1 | 15% | 7
Cc1cccc(NC(=O)CCCCCN2C(=O)[C@@H]3Cc4ccccc4CN3C2=O)c1 | ? | nt
COc1cc(NC(=O)Cn2c([N+](=O)[O-])cnc2C)c(OC)cc1Cl | ? | nt
CCC(=O)n1nc(-c2ccc(Cl)cc2)nc1N | 12% | 0
Cc1cc(S(=O)(=O)N2CCCCC2CCNC(=O)C(=O)NCc2cccnc2)ccc1F (stereo not given) | ? | nt
Cc1ccc(C(C(=O)NC(C)(C)C)N(CCCN2CCOCC2)C(=O)c2ccc(-c3ccccc3)[nH]2)o1 (stereo not given) | 11% | 14

# An excerpt of these results, field by field:
COc1cc(NC(=O)Cn2c([N+](=O)[O-])cnc2C)c(OC)cc1Cl
  Lipid storage S3 = ? | Lipid storage S3 cell count max = nt

CCC(=O)n1nc(-c2ccc(Cl)cc2)nc1N
  Lipid storage S3 = 12% | Lipid storage S3 cell count max = 0

Cc1cc(S(=O)(=O)N2CCCCC2CCNC(=O)C(=O)NCc2cccnc2)ccc1F (stereo not given)
  Lipid storage S3 = ? | Lipid storage S3 cell count max = nt

# Some of the compounds tested; the hit share may differ from the screen's.
